High-throughput results (PubChem)
Candida biofilm: kills Candida albicans biofilms. actives 0.14% (n = 85,000). C. albicans biofilm + clotrimazole, Alamar Blue. AID 834. inhibition, % at 6 µM;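 active = inhibition above 20%; inactive = inhibition below 20%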;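 note: preformed 24 hr biofilms exposed to compound for 48 hr; 0% = biofilm without compound and 100% = blank killed by clotrimazole plus chlorhexidine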
PTPN22 inh 2: blocks human PTPN22 phosphatase activity. Q9Y2R2. recombinant LYP catalytic domain, DiFMUP fluorescence. inhibition, % at 2 µM. actives 0.21% (n = 96,000). AID 640;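 active = inhibition at 2 µM at or above a set limit, the screen mean plus 3 SD, cut at about 24% in these data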;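 note: 0% = DMSO with enzyme and 100% = enzyme fully blocked by orthovanadate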
LYP act: activators of human LYP (PTPN22) phosphatase; AID 697; activation, % at 2 µM; actives 0.11% (n = 96,000); recombinant LYP, DiFMUP fluorescence; 0 = plate median, 100 = signal doubled;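 active = activation at 2 µM above a set limit, the mean plus 5 SD, cut at about 37% in these data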
PLK1 inh: PLK1 (human) kinase inhibition. recombinant PLK1 kinase, TR-FRET peptide phosphorylation. inhibition, % at 10 µM. actives 0.53% (n = 97,000);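 active = inhibition of 50% or more in the single-concentration screen; inactive = inhibition below 50%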;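 note: 0% = DMSO max control and 100% = H-89 dihydrochloride min control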
EphB4 ephrin blk: antagonists of human EphB4-ephrin-B2 interaction; P54760; EphB4 LBD / TNYL-RAW-Alexa532 peptide, fluorescence polarization; inhibition, % at 7 µM; actives 0.15% (n = 97,000); AID 720;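 active = inhibition above the screen-wide mean inhibition plus 3 SD, cut at about 15% in these data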;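 note: 0% = DMSO wells and 100% = excess unlabeled TNYL-RAW peptide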
CYP2C9 inhib: inhibitors of human CYP2C9; P11712; CYP2C9 Supersomes, luciferin-H conversion, luminescence; inhibition, % at 5 µM; actives 20% (n = 96,000); AID 777;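 active = blocking of liver enzyme CYP2C9 beyond about 50% at 5 µM, limit read from the data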; note: values of inactives mirror those of a sister screen read the other way
Target sequence (P11712 whole entry, looked up): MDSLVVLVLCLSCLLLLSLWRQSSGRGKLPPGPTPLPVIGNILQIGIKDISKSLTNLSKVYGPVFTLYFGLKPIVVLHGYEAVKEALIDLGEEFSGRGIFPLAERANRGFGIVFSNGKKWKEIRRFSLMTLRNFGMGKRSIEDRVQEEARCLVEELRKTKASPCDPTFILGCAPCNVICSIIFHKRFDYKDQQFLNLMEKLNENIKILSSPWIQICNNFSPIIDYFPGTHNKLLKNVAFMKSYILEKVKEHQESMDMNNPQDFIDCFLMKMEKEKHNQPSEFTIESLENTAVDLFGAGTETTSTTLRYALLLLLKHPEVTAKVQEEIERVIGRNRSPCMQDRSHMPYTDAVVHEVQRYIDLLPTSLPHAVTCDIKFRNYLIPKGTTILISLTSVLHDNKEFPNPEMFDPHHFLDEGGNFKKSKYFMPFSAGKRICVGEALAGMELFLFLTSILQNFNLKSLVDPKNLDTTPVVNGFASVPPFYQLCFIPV
Plk1 PBD FP: blocks phosphopeptide binding to human Plk1 polo box domain; P53350; Plk1 PBD phosphopeptide binding, fluorescence polarization; inhibition, %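 (tested at about 20 µM)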; actives 0.13% (n = 97,000); in the data active = inhibition above about 34%, passing the limit was not always enough
Rev-RRE block: disrupts HIV-1 Rev binding to RRE RNA | P05866 | Rev peptide-RRE RNA binding, FRET | actives 0.79% (n = 97,000) | inhibition, % at 8 µM;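 active = inhibition above the screen-wide mean plus 3 SD, cut at about 35% in these data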;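 note: 0% = median DMSO wells and 100% = median Neomycin B control wells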
Target sequence (P05866 whole entry, looked up): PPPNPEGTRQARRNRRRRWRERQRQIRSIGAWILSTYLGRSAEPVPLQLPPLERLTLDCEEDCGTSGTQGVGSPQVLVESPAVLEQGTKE
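Assay system: Labelled RRE RNA duplex and labelled Rev peptide | Times: 5 min preincubation and 15 min binding, 25 °C | Detection: FRET, ex 480 nm, em 540 and 671 nm | Evaluation: % inhibition of FRET ratio versus controls | Benchmarks: DMSO wells as 0% and neomycin B wells as 100% inhibition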
CYP2C9 activ: activators of human CYP2C9; actives 1.4% (n = 96,000); activation factor at 5 µM; P11712; recombinant CYP2C9, luciferin-H conversion, luminescence; hits give high values; factor 1 = untreated enzyme, 0 = blocked; AID 1024;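 active = activation factor of 2 or more for CYP2C9 at a 5 µM dose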;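 note: 0 = sulfaphenazole-blocked wells and 1 = vehicle-only wells; values of inactives mirror those of a sister screen read the other way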
Starred values were filed as active, the others as inactive; . = no result given.

The opening 4 records, to show the layout:
Compound,Rev-RRE block,Plk1 PBD FP,CYP2C9 inhib,Candida biofilm,CYP2C9 activ,PTPN22 inh 2,PLK1 inh,LYP act,EphB4 ephrin blk
N#C/C(=C/c1ccc(Cl)cc1)NC(=O)c1ccccc1,7,3,41,.,0.6,8,23,-7,-2
CCSc1cc(C2C(C#N)=C(N)OC(C)=C2C(=O)OC)c(C)o1 (stereo not drawn),7,-10,81*,4,0.2,-11,-11,7,0
Cc1nc(SCC(=O)NCc2ccco2)c2c3c(sc2n1)CCCC3,-3,-16,37,2,0.6,4,4,-6,4
COc1cc(OC)nc(NC(=O)CSc2nnc(-c3ccccc3)n2C2CCCCC2)n1,7,-15,.,2,.,4,-9,0,-6

Main list, previewed entries included:
Compound,Rev-RRE block,Plk1 PBD FP,CYP2C9 inhib,Candida biofilm,CYP2C9 activ,PTPN22 inh 2,PLK1 inh,LYP act,EphB4 ephrin blk
N#C/C(=C/c1ccc(Cl)cc1)NC(=O)c1ccccc1,7,3,41,.,0.6,8,23,-7,-2
CCSc1cc(C2C(C#N)=C(N)OC(C)=C2C(=O)OC)c(C)o1 (stereo not drawn),7,-10,81*,4,0.2,-11,-11,7,0
Cc1nc(SCC(=O)NCc2ccco2)c2c3c(sc2n1)CCCC3,-3,-16,37,2,0.6,4,4,-6,4
COc1cc(OC)nc(NC(=O)CSc2nnc(-c3ccccc3)n2C2CCCCC2)n1,7,-15,.,2,.,4,-9,0,-6
CC(NC(=O)CCC1COc2ccccc2O1)c1ccccc1 (stereo not drawn),7,25,7,-2,0.9,19,-5,-17,1
CCOC(=O)N1CCN(C(=O)c2cccc(NC(=O)c3ccco3)c2)CC1,4,-5,7,9,0.9,9,-10,-12,3
CC(=O)c1cnc(N(C)C)s1,10,-11,.,12,.,8,-9,-8,10
COc1ccc2c(c1)nc(N)n2Cc1ccccc1,-1,-22,10,4,0.9,0,0,-3,-2
COc1ccc(S(=O)(=O)N(C)CC(=O)NCCC2=CCCCC2)cc1OC,0,29,-11,4,1.1,-1,-3,1,2
O=C(Nc1ccc(OC(F)(F)C(F)F)c(NC(=O)c2ccc(F)cc2)c1)c1ccc(F)cc1,6,-45,.,.,.,-1,-4,-1,-7

Remaining list, next part:
Compound,Rev-RRE block,Plk1 PBD FP,CYP2C9 inhib,Candida biofilm,CYP2C9 activ,PTPN22 inh 2,PLK1 inh,LYP act,EphB4 ephrin blk
COc1ccccc1CNC(=O)COC(=O)C1=COCCO1,9,5,5,4,0.9,4,-11,-4,0
Cc1ccc(N/C=C(/C#N)c2ccsc2)cc1,-1,0,33,9,0.7,7,-13,-3,0
CC1(C)CC(=O)C=C(NCC(=O)O)C1,9,-5,-3,3,1,1,-1,-4,1
O=C(OCn1nnc2ccccc2c1=O)c1ccc2c(=O)n3c(nc2c1)CCC3,4,-1,31,-2,0.7,1,-10,3,0
COc1ccc(-c2[nH]c(-c3ccc(C)cc3)nc2SCC(=O)NCc2ccco2)cc1OC,1,-18,44,11,0.6,11,-12,-12,-3
Cc1ccccc1C(=O)NC1CCN(Cc2nnnn2CCc2ccccc2)CC1,7,4,11,5,0.9,-6,-12,8,-10
N#Cc1cc2c(nc1SCc1cccc(Cl)c1)CCCCC2,9,12,10,9,0.9,-3,0,0,-2
CCCCC(=O)Nc1ccc2c3c(cccc13)C(=O)N2CC,19,12,19,.,0.8,7,-7,-8,2
COc1cccc(CNc2ccc(N3CCC(C)CC3)cc2)c1OC,2,-27,.,5,.,-9,-8,8,0
CC(C)n1c(CCC(=O)O)ccc1-c1ccccc1,1,-7,11,12,0.9,-6,-12,6,-1

(cont.)
Compound,Rev-RRE block,Plk1 PBD FP,CYP2C9 inhib,Candida biofilm,CYP2C9 activ,PTPN22 inh 2,PLK1 inh,LYP act,EphB4 ephrin blk
COc1ccc(CN(C(C)=O)c2cccc(C)c2C)cc1,4,-8,68*,7,0.3,4,-3,-4,-5
Cc1cc(C)cc(OCc2ccc(C(=O)O)o2)c1,2,14,-4,7,1,-6,-14,3,-5
C=CCOC(=O)CCCC(=O)NC1CCCCC1,8,13,0,-1,1,3,-7,-7,6
O=C(c1ccccc1)c1cnc(-c2ccc(Cl)cc2)s1,3,-7,37,.,0.6,3,-15,-2,-7
CCOC(=O)N1CCN(C(=O)c2ccc3c(=O)n(Cc4ccccc4OC)c(=S)[nH]c3c2)CC1,5,4,35,-3,0.7,-2,-7,4,11
CC(C)(C)c1ccc(OCC(=O)OCCNC(=O)c2cccnc2)cc1,3,21,40,.,0.6,16,0,-12,5
O=C(CCNS(=O)(=O)c1cccs1)Nc1ccccc1F,6,6,.,.,.,-38,-9,42*,-2
O=C(CSc1nnc(-c2ccccc2)o1)N1CCN(c2ccccc2)CC1,-1,5,-10,.,1.1,3,-11,-2,-1
COc1ccc(OCC(=O)Nc2ccc(NC(=O)c3ccco3)cc2)cc1,4,2,38,1,0.6,4,-8,-6,-6
O=C(CCC(=O)OCC(=O)c1ccc(-c2ccccc2)cc1)Nc1cccc2cccnc12,4,-18,18,.,0.8,4,-18,0,-8

Next structures follow.
Compound,Rev-RRE block,Plk1 PBD FP,CYP2C9 inhib,Candida biofilm,CYP2C9 activ,PTPN22 inh 2,PLK1 inh,LYP act,EphB4 ephrin blk
NC(=O)CCc1c[nH]c2ccccc12,7,-5,-24,-4,1.2,0,8,-1,5
CCN(CC)S(=O)(=O)c1ccc(C(=O)OC2CCCCC2CN(C)C)cc1 (stereo not drawn),-2,19,50*,-3,0.5,-1,-9,-3,-11
COC(=O)c1c(NC(=O)c2ccccc2N(C)S(=O)(=O)c2ccccc2)sc2c1CCCC2,6,14,.,.,.,.,-18,.,1
CCN1CCN(C(=O)c2ccc3c(c2)N(Cc2ccc(F)cc2)C(=O)c2ccccc2S3=O)CC1 (stereo not drawn),7,-32,.,.,.,-8,0,5,5
CSc1nnc(NC(=O)c2ccc(C)c(S(=O)(=O)N3CCOCC3)c2)s1,6,-14,11,3,0.9,2,-6,-5,5
O=C(NCc1ccncc1)C1CCCN(S(=O)(=O)Cc2ccccc2)C1 (stereo not drawn),4,-9,.,.,.,0,1,-1,-3
Cc1ccc2c(c1)nc(NCCCO)n2C,9,12,19,9,0.8,2,-1,-2,-7
CC(C)=CCCC(C)CN1CCC(O)CC1 (stereo not drawn),0,-16,-16,7,1.2,4,-14,-5,4
COc1ccccc1-n1c(C)nnc1SCC(=O)Nc1cc(C)cc(C)c1,9,11,-21,-4,1.2,0,-5,0,10
COc1ccc(/C=C/C(=O)c2ccoc2)cc1,2,-13,16,.,0.8,8,-2,-4,-4

(more compounds)
Compound,Rev-RRE block,Plk1 PBD FP,CYP2C9 inhib,Candida biofilm,CYP2C9 activ,PTPN22 inh 2,PLK1 inh,LYP act,EphB4 ephrin blk
CC(C)(C)c1ccc(S(=O)(=O)N2CCCC2C(=O)NC2=NCCS2)cc1 (stereo not drawn),2,-27,76*,8,0.2,-5,-9,9,-3
Cc1cc(C)c(C)c(C(=O)CSc2nnc(C)c(=O)[nH]2)c1C,8,6,94*,.,0.1,2,-11,-1,12
CCN1CCN(C(=O)c2ccc(CSc3ccc(C)cc3)cc2)CC1,13,-18,-23,.,1.2,3,-8,1,-4
O=S(=O)(N1CCCCC1)N1CCNCC1,1,-25,-28,5,1.3,0,-21,-3,-4
O=C(NNS(=O)(=O)c1ccc(Cl)cc1)NC1CCCCC1,-1,-14,7,.,0.9,-11,-11,16,-4
CCOc1ccc(S(=O)(=O)NCc2ccccn2)cc1,11,18,-40,5,1.4,-8,-1,9,-5
CCCCN(C)CCNC(=O)c1c[nH]c2ccc(S(=O)(=O)N(CC)CC)cc2c1=O,7,-9,32,-1,0.7,0,0,-2,0
Cc1ccc(C2Nc3ccc4ccccc4c3C3=C2C(=O)CC(C)(C)C3)o1 (stereo not drawn),-2,13,.,6,.,0,-7,0,-8
Cc1ccc(C(=O)N2C3C=CC(C3)C2(C(F)(F)F)C(F)(F)F)cc1 (stereo not drawn),7,-24,34,-1,0.7,2,-6,-4,1
COc1ccc(C)cc1S(=O)(=O)NCCC1=CCCCC1,3,-5,35,0,0.7,-11,-12,8,-2

Entries listed so far that contain a COOH group, in the order listed:
Compound,Rev-RRE block,Plk1 PBD FP,CYP2C9 inhib,Candida biofilm,CYP2C9 activ,PTPN22 inh 2,PLK1 inh,LYP act,EphB4 ephrin blk
CC1(C)CC(=O)C=C(NCC(=O)O)C1,9,-5,-3,3,1,1,-1,-4,1
CC(C)n1c(CCC(=O)O)ccc1-c1ccccc1,1,-7,11,12,0.9,-6,-12,6,-1
Cc1cc(C)cc(OCc2ccc(C(=O)O)o2)c1,2,14,-4,7,1,-6,-14,3,-5

Other compounds:
Compound,Rev-RRE block,Plk1 PBD FP,CYP2C9 inhib,Candida biofilm,CYP2C9 activ,PTPN22 inh 2,PLK1 inh,LYP act,EphB4 ephrin blk
O=C(N/N=C/c1ccc(OCc2ccccc2)cc1)c1cccs1,12,19,40,0,0.6,-2,-11,4,11
O=C(CCCOc1ccccc1)N1CCCCC1,4,-25,3,4,1,12,-4,-10,0
O=C(CN1C(=O)c2ccccc2S1(=O)=O)N1CCN(c2cccc(Cl)c2)CC1,13,0,.,.,.,10,-11,-10,2
O=C(NCc1ccccn1)C(F)(F)C(F)(F)C(=O)NCc1ccccn1,10,-12,-15,4,1.1,-2,-14,0,1
COc1ccccc1CNC(=O)C1CCCN(S(=O)(=O)c2cnc[nH]2)C1 (stereo not drawn),4,-22,90*,6,0.1,-3,-4,2,1
CCN(CC)S(=O)(=O)c1ccc(Oc2ccccc2)cc1,7,-2,66*,8,0.3,-7,-11,5,-5
CCOc1ccc(C(C)(N)C(=O)O)cc1 (stereo not drawn),6,13,-26,11,1.3,4,1,-1,-5
Cc1cc2ncn(S(=O)(=O)c3ccc(S(=O)(=O)N4CCCCCC4)cc3)c2cc1C,3,-1,.,6,.,-8,-4,9,-1
O=C(N/N=C/C=C/c1ccccc1)c1ccccc1Br,-1,-3,41,13,0.6,16,-9,-14,-6
Cc1c(Cl)cccc1NC(=O)CCC(=O)NNC(=O)c1ccccc1Cl,-2,15,4,.,1,8,-10,-6,-9

Next records follow:
Compound,Rev-RRE block,Plk1 PBD FP,CYP2C9 inhib,Candida biofilm,CYP2C9 activ,PTPN22 inh 2,PLK1 inh,LYP act,EphB4 ephrin blk
O=C(c1ccco1)N1CCN(c2ncnc3c2nnn3Cc2ccccc2Cl)CC1,9,-2,.,-4,.,-2,-10,1,6
CC1=CC(=O)C=C(C)C1=NOS(=O)(=O)c1ccccc1,7,-7,2,0,1,2,-5,0,8
CC12CCC(C(=O)N(CSC(=S)N/N=C\c3ccccc3)C1=O)C2(C)C (stereo not drawn),4,4,.,9,.,3,-11,-6,6
O=C(CC1CCCCC1)NCc1cn2ccsc2n1,3,-3,53*,4,0.5,-5,-10,2,-5
c1ccc(OCCn2cnc3ccccc32)cc1,3,11,11,4,0.9,-5,-17,2,4
CC1C(c2ccccc2)N(C)CCC12NC(=O)NC2=O (stereo not drawn),-1,-6,14,2,0.9,3,-7,-5,3

Hits appear at their usual frequency. About 20% of those tested had a hit in this group.
